# HP1b binding inh: inhibitors of HP1-beta chromodomain binding to methylated histone tails; AlphaScreen HP1-beta / biotin-H3K9me3 peptide binding; P83916; 390,000 tested, 0.56% active; Potency, µM (titrated, usually from 114 µM), for the others: at the highest dose activity change, negative = inhibition, most hits filed as inhibitors; AID 540317; further: potency means the concentration at half of the fitted maximal effect; nearly all actives have a fitted effect of over 70% in size; inactives centre near 23
#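 Compound inhibition of the preformed complex between 50 nM HP1-beta and 50 nM biotinylated H3K9me3 peptide was read by AlphaScreen. Buffer was PBS pH 7.4 with 0.01% Tween-20. Incubations ran 30 min at room temperature, with 10 ug/mL donor/acceptor beads.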
# rTrxR1 inhibitor: rat TrxR1 inhibition; O89049; recombinant rTrxR1, NADPH fluorescence consumption, selenite substrate; Potency, µM (top dose mostly 114 µM), for the others: at the top dose activity change, negative = inhibition, usual class: inhibitors; 390,000 tested, 1% active; further: potency means the concentration at half of the fitted maximal effect; on the % scale 0 is the no-effect control and ±100 the full control effect; nearly all actives have a fitted effect of over 65% in size
#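 Rat TrxR1 (90 nM in the dispensed reagent) was pre-reduced with 400 uM NADPH for 5 min at room temperature, then incubated with compound for 15 min. After 400 uM selenite was added, NADPH fluorescence (Ex 340/Em 450 nm) was followed for 8 min.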
# USP1-UAF1 inh: inhibitors of human USP1/UAF1 deubiquitinase; 390,000 tested, 0.23% active; recombinant USP1/UAF1, Ub-Rhodamine cleavage fluorescence; Potency, µM (doses to about 57.1 µM), inactives show at the highest dose activity change, negative = inhibition, hits mostly inhibitors; further: potency means the concentration at half of the fitted maximal effect; on the % scale 0 is the no-effect control and ±100 the full control effect; nearly all actives have a fitted effect of over 60% in size; inactives centre near -12
#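 High-throughput fluorogenic screen: 1nM USP1/UAF1 complex, Ub-Rho substrate 150nM final, 50mM HEPES pH 7.8 with 0.5mM EDTA, 0.1 mg/ml BSA, 1mM TCEP and 0.01% Tween-20.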
# GLS inh: inhibitors of human glutaminase (GLS); O94925; GLS enzymatic activity, qHTS titration; Potency, µM (highest dose often 45.5 µM), without a hit: at the highest dose activity change, negative = inhibition, hits mostly inhibitors; 410,000 tested, 0.21% active; AID 624170; further: potency means the concentration at half of the fitted maximal effect; on the % scale 0 is the no-effect control and ±100 the full control effect
#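 hKGA; 45 mM KH2PO4 pH 8.2 + 0.02% Tween-20; cpd via pin tool; 1 mM Gln soln; GluOx/HRP/Amplex Red; RT 30 min; fluor. t0 & final.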
# PI4K2A block: inhibitors of human PI4K2A | Q9BTU6 | purified PI4K2A, ADP-Glo luminescence, 1 h; stronger effect = lower value | activity change, negative = inhibition, % at 76.9 µM | 420,000 tested, 0.13% active; in the data active means activity change below about -50%; inconclusive means mostly about -30% to -49%;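 further: -100% = wells without enzyme as full effect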
# Target sequence (Q9BTU6 whole entry, looked up): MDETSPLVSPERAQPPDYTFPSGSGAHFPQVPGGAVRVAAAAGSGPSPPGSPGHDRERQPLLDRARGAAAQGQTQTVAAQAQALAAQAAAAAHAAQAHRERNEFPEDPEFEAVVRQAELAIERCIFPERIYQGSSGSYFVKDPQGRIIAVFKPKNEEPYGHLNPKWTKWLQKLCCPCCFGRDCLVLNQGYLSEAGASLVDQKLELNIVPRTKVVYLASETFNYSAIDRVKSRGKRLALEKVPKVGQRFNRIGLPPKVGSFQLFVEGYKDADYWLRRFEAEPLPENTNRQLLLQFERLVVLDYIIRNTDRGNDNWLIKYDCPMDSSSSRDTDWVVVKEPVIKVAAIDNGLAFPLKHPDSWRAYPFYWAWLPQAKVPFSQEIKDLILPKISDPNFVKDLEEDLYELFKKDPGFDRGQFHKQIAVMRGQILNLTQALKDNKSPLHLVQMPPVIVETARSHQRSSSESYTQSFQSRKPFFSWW
#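 In this quantitative HTS, ADP production by PI4K2A was quantified luminescently after 1 h at ambient temperature; 100 microM adenosine served as plate-quality control.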
# Pin1 inh: human Pin1 inhibition | Pin1 FP peptide displacement, HiFluor488, 10 min | Potency, µM (top dose mostly 115 µM), inactives show at the top dose activity, negative = inhibition, most hits filed as inhibitors | 390,000 tested, 0.009% active | AID 504891; active means well fitted inhibition curve with a large enough effect in the polarisation, with a control signal flat, not every such curve was filed as active; inconclusive means small, poorly fitted or top-dose-only effect, or effect the other way, or a change in a side signal; inactive means no such curve, though single readings can be large or run the other way; the % refers to the polarisation; further: potency means the concentration at half of the fitted maximal effect; on the % scale 0 is the no-effect control and ±100 the full control effect
# Target sequence (Q13526 whole entry, looked up): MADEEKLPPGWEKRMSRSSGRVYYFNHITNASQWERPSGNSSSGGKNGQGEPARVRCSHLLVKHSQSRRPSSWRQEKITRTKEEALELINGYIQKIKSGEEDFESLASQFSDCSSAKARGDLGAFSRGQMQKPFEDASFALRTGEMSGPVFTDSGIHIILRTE
# TrxR1 substrate: substrates of rat thioredoxin reductase 1 | purified TrxR1 substrate turnover, NADPH consumption readout | Potency, µM (doses to about 114 µM), for the others: at the top dose activity change, negative = substrate turnover | 390,000 tested, 0.01% active; further: potency means the concentration at half of the fitted maximal effect; on the % scale 0 is the no-effect control and ±100 the full control effect; nearly all actives have a fitted effect of over 50% in size
#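 Rat TrxR1, dispensed at 90 nM, was prereduced with 400 uM NADPH (final) for 5 min at ~22 deg C, then incubated with compound 15 min before 400 uM selenite. A first-read NADPH fluorescence drop versus no-compound background flagged substrates.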
# Tb PGK inh: inhibitors of T. brucei phosphoglycerate kinase; P07378; PGK/GAPDH coupled, Kinase-Glo luminescence, 60 min; 380,000 tested, 0.043% active; AID 602233; Potency, µM (doses to about 57.5 µM), for inactives: at the highest dose activity change, negative = inhibition, usual class: inhibitors; further: potency means the concentration at half of the fitted maximal effect; on the % scale 0 is the no-effect control and ±100 the full control effect; nearly all actives have a fitted effect of over 60% in size
#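 Recombinant glycosomal PGK reaction used 1,3-bisphosphoglycerate generated in-well by GAPDH (100nM final) in 100mM TEA pH 7.6, 5mM MgCl2, 0.01% Tween-20. After 60 minutes at room temperature, ATP was read by Kinase-Glo Plus luminescence end-point.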
# IDH1 R132H inh: human IDH1 R132H inhibition | O75874 | IDH1-R132H enzyme, NADPH consumption, diaphorase/resazurin fluorescence | Potency, µM (highest dose often 76.6 µM), for the others: top-dose activity change, negative = inhibition, usual class: inhibitors | 390,000 tested, 0.093% active | AID 602179; further: potency means the concentration at half of the fitted maximal effect; on the % scale 0 is the no-effect control and ±100 the full control effect; nearly all actives have a fitted effect of over 65% in size
# Target sequence (O75874 whole entry R132H, stated change not applied): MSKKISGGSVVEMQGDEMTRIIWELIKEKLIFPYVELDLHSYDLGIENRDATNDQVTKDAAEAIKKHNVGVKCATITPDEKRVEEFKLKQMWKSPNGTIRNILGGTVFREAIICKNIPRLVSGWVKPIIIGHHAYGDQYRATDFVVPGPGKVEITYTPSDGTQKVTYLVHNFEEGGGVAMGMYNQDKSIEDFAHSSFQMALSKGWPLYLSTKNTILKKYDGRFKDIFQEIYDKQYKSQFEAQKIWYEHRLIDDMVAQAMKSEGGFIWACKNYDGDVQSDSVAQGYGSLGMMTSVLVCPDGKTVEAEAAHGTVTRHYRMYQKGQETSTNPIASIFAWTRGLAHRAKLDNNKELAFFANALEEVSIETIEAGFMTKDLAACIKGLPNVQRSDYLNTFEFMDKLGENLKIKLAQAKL
#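 IDH1-R132H (0.5 ug/mL) preincubated 30 min with compound, then NADPH (0.016 mM) and alpha-KG (2 mM) added; 80 min at RT, pH 7.5. Remaining NADPH coupled via diaphorase/resazurin to fluorescence (540/590 nm); concentration-response curves normalized to no-enzyme control.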
# An asterisk follows results filed as active; i = inactive; ? = inconclusive; [ ] = remark or other dose. Unless noted, the call rests on the fitted dose curve; in most records, active means well fitted curve in the direction sought with a large enough effect; inconclusive means small, poorly fitted or top-dose-only effect, or another doubt; inactive means no such curve, though single readings can be large; an effect the other way counts as inactive or inconclusive.
# Order of results – TrxR1 substrate	PI4K2A block	rTrxR1 inhibitor	HP1b binding inh	Tb PGK inh	Pin1 inh	GLS inh	USP1-UAF1 inh	IDH1 R132H inh
CNS(=O)(=O)c1cccc(C(=O)NCC2CCCCC2)c1
  0%	6	3%	33%	0%	-12%	-2%	-7%	8%
COc1ccc(/C=N/NC2=NCCCCC2)c(OC)c1
  54%	-4	21%	27%	13%	-12%	-20%	-16%	6%
O=C(CC1NCCNC1=O)Nc1ccc(F)c(Cl)c1 (stereo unspecified)
  5%[11.4 µM]	-1	14%	20%	-3%	-4%	-3%	-3%	18%
CN1CCN(c2ccc(-c3ccc4ccccc4n3)cc2)CC1
  3%[57.1 µM]	-8	11%[57.1 µM]	52%[activator]	-9%	-1%	-11%	-12%	5%
CC(C)N1CCN(S(=O)(=O)c2ccccc2)c2ccccc21
  0%	6	16%	-7%	-3%	4%	19%	-11%	24%
CCCc1cc(=O)oc2cc(C)cc(OCC(=O)NCc3cccnc3)c12
  109%[activator]	-3	24%	73%[activator]	-6%	-5%	1%	-30%	-12%
CCOC(=O)Cn1c2ccc(C)cc2c2nc(C)sc21
  -2%	-25	3%	10%	8%	-6%	0%	-9%	4%
COc1cc(OC)c2c(-c3cccc(-c4cccc(N)c4)c3)cc(=O)oc2c1
  -2%	-3	15%	5%	0%	5%	24%	-16%	2%
CCOC(=O)N1CCN(C(=O)Cn2nc(C)n3nc(-c4ccc(OC)cc4)cc3c2=O)CC1
  23%	-6	22%	20%[57 µM]	i	-1%	10%	-13%	3%
CCOC(=O)C1=NN(c2ccc([N+](=O)[O-])cc2)CC1C(=O)OC (stereo unspecified)
  -19%	2	-16%	34%	i	1%	-10%	-14%	1%
COc1ccc(C(=O)Nc2ccnn2C2CCN(Cc3ccc4nonc4c3)CC2)cc1
  0%	1	-1%	-4%	-6%	-6%	-4%	-18%	5%
O=C(Cn1c(=O)n(Cc2ccc(Cl)cc2)c(=O)c2cccnc21)Nc1ccccc1C(F)(F)F
  -1%	-9	20%	9%	i	0%	-8%	-20%	-2%
C=CCn1c(CNC(=O)c2cccs2)n[nH]c1=S
  -6%	4	-8%	15%	-6%	-5%	9%	-2%	2%
CC(=O)c1cccc(OCC(=O)N2CCCc3ccccc32)c1
  1%	-1	1%	31%	i	-1%	-10%	-22%	2%
CCn1ccc(C(=O)NC2=NCCS2)n1
  -3%	2	23%	41%[activator]	1%	0%	8%	-8%	1%

# Order of results – TrxR1 substrate	PI4K2A block	rTrxR1 inhibitor	HP1b binding inh	Tb PGK inh	Pin1 inh	GLS inh	USP1-UAF1 inh	IDH1 R132H inh
O[C@@H]1COC(Nc2ccc(N=Nc3ccccc3)cc2)C[C@@H]1O (stereo partly specified)
  -8%[57.1 µM]	-2	-1%[57.1 µM]	?	5%	-6%	3%	-11%	0%
Brc1[nH]nc2ccccc12
  6%	-1	7%	21%	i	-1%	0%	-7%	11%
Cc1cc(C)c2nc(Nc3nc(CSc4nc5ccccc5[nH]4)cc(=O)[nH]3)nc(C)c2c1
  -12%	1	-13%	27%	-2%	6%	8%	-8%	9%
CN(C)c1ccc(/C=N/N2C(=S)SC(C)(C)C2N(O)C(=O)Nc2ccc([N+](=O)[O-])cc2)cc1 (stereo unspecified)
  ?	-1	?	?	-5%	-4%	36%[activator]	-12%	7%
CN(C(=O)CSc1nnc(Nc2ccccc2F)s1)C1CCS(=O)(=O)C1 (stereo unspecified)
  -6%	4	4%	27%	-1%	-2%	-7%	1%	6%
COc1cc2c(cc1NC(=O)c1ccncc1)oc1ccccc12
  -7%	-10	-4%	10%	0%	1%	-2%	-5%	4%
Cc1ccc(CNC(=O)COc2ccc(S(=O)(=O)N3CCCC3)cc2)cc1
  0%	-5	21%	25%	i	-3%	-3%	?	0%
CC(NC(=O)Cc1cccc(C(F)(F)F)c1)c1ccc(F)cc1 (stereo unspecified)
  7%[57.1 µM]	-2	22%[57.1 µM]	23%	-3%	-4%	0%	-20%	0%
CC(C)(C)c1ccc(C(=O)Nc2ccc(C=C(C#N)C#N)cc2)cc1
  -7%	29	3.2µM*	17%	-3%	27%	4%	-19%	5%
COc1ccc(NS(=O)(=O)c2ccc(NC(=O)c3ccccn3)cc2)cc1
  -4%	2	20%	17%	4%	?	-2%	-19%	-17%
COc1ccc(OCCOC(=O)c2ccc(F)c(S(=O)(=O)N3CCOCC3)c2)cc1
  1%	-3	11%	35%	1%	1%	-1%	-5%	-12%
CCOP(=O)(OCC)c1nc(-c2cccc([N+](=O)[O-])c2)oc1N1CCCCC1
  -3%	1	5%[57.1 µM]	1%	?	-1%	-4%	-22%	2%
c1coc(-c2nc3c4c5c(sc4ncn3n2)CCCC5)c1
  6%	-1	2%	15%	-7%	-2%	-29%	-17%	-1%
O=C(Oc1ccc2c(c1)OCC2=O)c1ccc(Cl)cc1
  -5%	34	-3%	39%[activator]	-3%	39%[activator]	1%	-23%	-10%
Nc1ccc2c(c1)N=[N+]([O-])c1cc(N)ccc1C2
  2%[57.1 µM]	2	-1%[57.1 µM]	23%	2%	-1%	2%	4%	2%

# Order of results – TrxR1 substrate	PI4K2A block	rTrxR1 inhibitor	HP1b binding inh	Tb PGK inh	Pin1 inh	GLS inh	USP1-UAF1 inh	IDH1 R132H inh
Cc1ccc(C(=O)OC(C)C(=O)Nc2ccc(Cl)cn2)s1 (stereo unspecified)
  -8%	-1	-7%	55%[activator]	9%	5%	1%	-15%	-14%
Nc1ccc2nc(-c3cccnc3)[nH]c2c1
  -23%[57.1 µM]	1	10%[57.1 µM]	16%	-2%	2%	3%	-23%	7%
COc1ccc(C(=O)N[C@H](C(=O)Nc2nc3ccccc3[nH]2)C(C)C)cc1
  9%[57.1 µM]	-7	20%[57.1 µM]	-7%	-3%	7%	4%	-2%	10%
Cc1cccc2nc(-c3cccnc3)c(Nc3ccc(C(C)C)cc3)n12
  46%[activator]	4	4%	0%	-11%	-4%	-8%	-20%	?
CSc1ccc(/C=C/C(=O)N2CCN(c3ccccn3)CC2)cc1
  4%	0	12%	49%[activator]	-6%	-8%	-8%	-24%	16%
CCOc1cc(CNC(C)(C)CO)cc(Br)c1OCc1ccc(Cl)cc1Cl
  4%	5	0%	14%	11%	5%	0%	-9%	10%
CC(C)Cn1c(/C=C/c2ccccc2)nc2ccccc21
  124%[activator]	4	-4%	213%[activator]	1%	1%	-1%	-21%	13%
COc1ccc(NC(=O)CSc2nc(C)cc(C(F)(F)F)n2)cc1
  6%[57.1 µM]	5	4%[57.1 µM]	18%	1%	?	7%	0%	2%
Cc1cc(C(=O)CCC(=O)NCC(=O)Nc2c(C)cccc2C)c(C)s1
  5%	-6	-28%	37%	i	?	-2%	-22%	5%
CSc1ccc(CN(C)CC(=O)NC(=O)NC(C)(C)C)cc1
  9%[57.1 µM]	4	10%[57.1 µM]	65%[activator]	-4%	-7%	-9%	-12%	3%
O=C(C1CCN(S(=O)(=O)c2cnc[nH]2)CC1)N1CCn2c1nc1ccccc12
  10%[57.1 µM]	8	21%[57.1 µM]	14%	i	-2%	0%	-18%	0%
CCC(CC)c1nnc(NC(=O)c2cc(-c3ccccc3)nc3ccccc23)s1
  -1%	9	-6%	37%	-8%	2%	-3%	-16%	4%
Cc1nc2ccccc2n1CCc1nc2c3ccccc3nc(=S)n2[nH]1
  -10%	4	?	15%	i	0%	-3%	-21%	8%
O=C(NCCCc1ccccc1)c1ccc(CS(=O)Cc2ccccc2Cl)o1 (stereo unspecified)
  -4%	0	?	42%[activator]	1%	0%	5%	-9%	0%
CCOC(=O)CCc1c(C)nc2cc(-c3ccccc3OC)[nH]n2c1=O
  41%[activator]	2	12%	35%	-2%	7%	2%	-17%	13%

# Order of results – TrxR1 substrate	PI4K2A block	rTrxR1 inhibitor	HP1b binding inh	Tb PGK inh	Pin1 inh	GLS inh	USP1-UAF1 inh	IDH1 R132H inh
C[C@H](NC(=O)C1CC(=O)N(c2ccc3c(c2)OCO3)C1)C(=O)NCc1ccco1 (stereo partly specified)
  1%	2	1%	38%	2%	-4%	14%	-16%	1%
Cc1ccc(/C=N/NC(=O)CSc2nc3ccccc3[nH]2)o1
  7%	-7	5%	2%	-15%	-7%	-14%	-12%	10%
COc1cccc(CNC(=O)C(=O)NCC(c2ccco2)S(=O)(=O)c2ccccc2)c1 (stereo unspecified)
  -3%[57.1 µM]	2	15%[57.1 µM]	-4%	-1%	-3%	9%	-10%	0%
O=C(CNC(=O)c1ccc(Cl)cc1)NCc1ccccn1
  4%	-5	21%	26%	-9%	-6%	1%	-23%	1%
O=C(CN1CCN(c2ccc(O)cc2)CC1)Nc1ccc(SC(F)F)cc1
  -8%	-1	1%	-34%	-3%	-1%	28%	-11%	6%
Cc1c(NC(=O)c2ccc(Cl)c([N+](=O)[O-])c2)cccc1-n1cnnn1
  -1%	6	8%	7%	-1%	-7%	0%	-13%	0%
O=C(Cn1c(CN2CCCCC2)nc2ccccc2c1=O)Nc1ccccc1
  7%	-2	7%	26%	2%	0%	-1%	15%	8%
COc1ccc(-c2c[n+]3c(n2-c2ccccc2)CCCCC3)cc1
  -6%	-6	-11%	2%	i	-4%	8%	-28%	4%
COC(=O)CCCNC(=O)c1ccc2oc(CCCc3ccccc3)nc2c1
  7%[57.1 µM]	0	8%[57.1 µM]	35%	1%	0%	29%	-19%	11%
CCn1cc(C(=O)NCc2ccc(Cl)cc2)c(=O)c2cc(S(=O)(=O)N(C)C)ccc21
  -17%	2	-6%	5%	-2%	9%	-1%	-22%	-5%

# Screening results (PubChem BioAssay)

# The list is partial. The share of hits here may be higher or lower than overall.
